# Screening data: PubChem BioAssay, several laboratories
# UBC9 SUMO inh – inhibitors of in vitro SUMOylation cascade, primary screen, biochemical, HTRF, uHTS. 0.36% of 290,000 active. SUMO-conjugating enzyme UBC9 (Homo sapiens), P63279. HTRF SUMOylation assay, SAE1/SAE2 + UBC9. inhibition, % at 35 µM; in the data active means inhibition above about 50%, passing the limit was not always enough; further: strong numbers were not always called active
# Target sequence (P63279 whole entry, looked up): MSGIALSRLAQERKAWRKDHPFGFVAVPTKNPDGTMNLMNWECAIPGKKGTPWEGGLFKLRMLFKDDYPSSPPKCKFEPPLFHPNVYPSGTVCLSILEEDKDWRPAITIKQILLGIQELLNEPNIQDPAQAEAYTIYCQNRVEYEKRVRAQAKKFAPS
# VIM-2 inhibitor – VIM-2 metallo-beta-lactamase inhibitors, primary screen, biochemical, epi-absorbance readout, Pseudomonas aeruginosa enzyme. purified VIM-2, nitrocefin hydrolysis, epi-absorbance fluorescence. inhibition, % at 5.6 µM. 0.89% of 290,000 active. AID 1527, 2009;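 active means inhibition above the mean of all tested compounds plus 3 SD, cutoff set per screening run, cut at about 7.5% in these data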;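 further: red hydrolysis product quenches plate fluorescence so inhibitors raise well fluorescence; 0% = enzyme with DMSO and 100% = DMSO without enzyme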
# CRFR2-BP antag – antagonists of CRF-BP/CRF-R2 complex, primary screen, cell-based, HEK293, calcium dye fluorescence, uHTS. CRF-induced calcium fluorescence. inhibition, % at 11.8 µM. 0.59% of 350,000 active;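 active means inhibition of the ligand-induced calcium signal above about 50% at the single tested concentration, limit read from the data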
# GalR3 antag – GalR3 antagonists in HEK293 cells, primary screen, cell-based, fluorescence readout; HEK293 GalR3-CNG cAMP membrane potential fluorescence; galR3 body fused to GalR1 C-terminus; inhibition, % at 3 µM; 0.44% of 360,000 active; AID 651719, 2012;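 active means inhibition above the screen-wide average plus 3 SD, cut at about 13% in these data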;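 further: forskolin and galanin both at EC90 stimulate the cells; cAMP rise reported by CNG channel membrane potential dye signal; 0% = forskolin plus galanin with DMSO and 100% = forskolin alone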
# Target sequence (O60755 1-299 limits assumed): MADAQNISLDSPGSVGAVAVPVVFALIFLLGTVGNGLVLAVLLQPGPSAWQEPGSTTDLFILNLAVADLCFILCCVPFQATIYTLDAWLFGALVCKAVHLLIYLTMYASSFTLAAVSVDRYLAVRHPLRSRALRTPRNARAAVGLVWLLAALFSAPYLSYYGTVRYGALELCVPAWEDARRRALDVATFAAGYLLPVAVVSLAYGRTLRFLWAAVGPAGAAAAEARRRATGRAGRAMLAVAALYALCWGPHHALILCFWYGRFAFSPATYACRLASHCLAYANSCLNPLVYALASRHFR
# HCV NS3 hel inh – inhibitors of HCV NS3 helicase, primary screen, biochemical, Cy5 molecular beacon fluorescence. Hepatitis C virus NS3 helicase. NS3 helicase DNA unwinding. inhibition, % at 10.9 µM. 0.56% of 290,000 active;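 active means inhibition above the mean of all tested compounds plus 3 SD, set per campaign, cut at about 35% in these data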;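 further: 0% = DMSO wells and 100% = thioflavine S control wells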
#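 Assay system: hepatitis C virus NS3 helicase domain fragment enzyme. Also added: annealed dual-labelled DNA beacon duplex, ATP-started. Timing: 1 h reaction at 25 °C, ATP-initiated. Technique: Cy5 fluorescence at 0 and 60 min, beacon hairpin quenching. Evaluation: % inhibition of unwinding. Replication: one well per compound.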
# IDE cell activ – human IDE activators in live cells, primary screen, fluorescence polarization, HEK cells, FAbeta-B substrate. Insulin-degrading enzyme (Homo sapiens), P14735. FAbeta-B cleavage; 0% vehicle, 100% cell-free pure enzyme wells. activation, % at 5.96 µM. 0.073% of 340,000 active;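 active means activation above the mean of all tested compounds plus 3 SD, set per screening campaign, cut at about 17% in these data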
# IMP-1 inh – IMP-1 metallo-beta-lactamase inhibitors, primary screen, biochemical, epi-absorbance readout, Pseudomonas aeruginosa enzyme | metallo-beta-lactamase IMP-1 (Pseudomonas aeruginosa) | purified IMP-1, nitrocefin hydrolysis, epi-absorbance fluorescence | inhibition, % at 5.6 µM | 0.45% of 290,000 active | AID 1556, 2009;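 active means inhibition above the mean plus 3 SD of all compounds in the same screening run, cut at about 4.5% in these data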;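 further: 0% = IMP-1 with DMSO and 100% = DMSO wells lacking enzyme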
#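 System: purified IMP-1; amount: IMP-1 0.2 nM before substrate addition; compound: single dose, 5.6 µM; times: 25 °C, 15 min preincubation, 25 min reaction; signal: Epi-absorbance via hydrolysed-nitrocefin quenching of white-plate fluorescence, 480/530 nm, EDTA stop; benchmarks: DMSO with and without IMP-1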
# pCIP destab – p/CIP-EGFP fusion destabilizers, primary screen, fluorescence, F442A cells; AID 1984, 2009; decrease of EGFP signal, % at 10 µM; Q05BA5; 16 h; 0.01% of 290,000 active;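 active means EGFP signal decrease of at least 30% at 10 µM or well 3 SD below plate mean, unless failing retest; inactive means the rest, including hits failing retest or dose response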; further: some compounds called inactive have numbers as strong as hits; many of its hits are not listed in these tables
# IDE cell inh – human IDE inhibitors in live cells, primary screen, fluorescence polarization, HEK cells, FAbetaB substrate; inhibition, % at 5.59 µM; 0.41% of 320,000 active; FAbetaB cleavage; AID 434962, 2010;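 active means percent inhibition above the average of all tested compounds plus 3 SD, set per screening campaign, cut at about 16% in these data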;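 further: IDE supplied by intact live HEK cells; FP after avidin binding of uncleaved biotin substrate so inhibition keeps polarization high; 0% = DMSO wells and 100% = 60 µM reference IDE inhibitor Ii1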
# * hit, by the source's call; . = no result given.
# Each structure is followed by: UBC9 SUMO inh	VIM-2 inhibitor	CRFR2-BP antag	GalR3 antag	HCV NS3 hel inh	IDE cell activ	IMP-1 inh	pCIP destab	IDE cell inh
- O=C(COc1ncnc2ccc(Br)cc12)NC1CCCC1
→ .	.	-9	-1	.	3	.	.	6
- N#CCSCC(=O)Nc1ccccc1
→ 14	-1.8	15	-1	-1	0	-8.0	-14	-5
- COc1ccc(N2CCN(Cc3nc4cc(Cl)ccc4c(=O)[nH]3)CC2)cc1
→ 4	-2.8	-3	-5	-3	2	-2.5	2	7
- COc1ccc(CSCCN)cc1Cl
→ -2	0.8	-19	-2	-2	-3	-1.3	-22	8
- COc1ccc(/C(N)=N/OC(=O)CCC2CCCC2)cc1OC
→ -9	-2.6	-10	4	-3	4	-1.7	0	0
- CCN1CCN(C(=O)C2(NC(=O)Nc3ccccc3Cl)CCCCC2)CC1
→ 17	1.3	5	-2	27	-2	-1.0	-12	7
- Cc1c(OCc2nn[nH]n2)ccc2c3c(c(=O)oc12)CCC(C)C3 (stereo unspecified)
→ 20	1.1	-5	-4	27	1	-2.7	-4	10
- COC(=O)c1cn(CCOc2ccc(C)cc2)c2ccccc12
→ -20	-2.2	-2	-7	-8	-5	-2.4	-3	0
- COc1ccc(-n2nc(C(=O)NCC(=O)N3CC(C)CC(C)C3)c3ccccc3c2=O)cc1 (stereo unspecified)
→ 8	-2.1	-19	-7	-5	4	-2.5	0	3
- O=C(NC1CCCC1)NS(=O)(=O)c1ccccc1Cl
→ 8	0.6	-22	-3	-8	1	-1.8	-5	-4
- Cc1cccc(N(C(=O)c2nsc(Cl)c2Cl)C(C(=O)NC2CCCC2)c2ccc(O)cc2)c1C (stereo unspecified)
→ -19	-0.6	91*	-2	-20	-1	-0.4	4	0
- COc1ccccc1OCC(=O)Nc1cccc(N(C)S(C)(=O)=O)c1
→ 26	-3.8	13	-8	-3	-4	-0.6	-13	0
- Cn1cnc([N+](=O)[O-])c1Oc1cccc(O)c1
→ 3	1.1	-6	-4	-5	-3	-2.2	-3	5
- O=C1C=C(c2cc(F)ccc2F)C[C@@H](c2ccc(Cl)cc2)C1
→ .	.	-13	-7	.	1	.	.	1
- COc1ccc(OC)c(S(=O)(=O)N(C)CC(=O)N2CCN(c3ccccc3F)CC2)c1
→ -7	0.2	-13	-1	-4	-5	17*	-2	5

# Reprinted at random: 4 compounds from above, in no set order.
# Each structure is followed by: UBC9 SUMO inh	VIM-2 inhibitor	CRFR2-BP antag	GalR3 antag	HCV NS3 hel inh	IDE cell activ	IMP-1 inh	pCIP destab	IDE cell inh
- Cn1cnc([N+](=O)[O-])c1Oc1cccc(O)c1
→ 3	1.1	-6	-4	-5	-3	-2.2	-3	5
- N#CCSCC(=O)Nc1ccccc1
→ 14	-1.8	15	-1	-1	0	-8.0	-14	-5
- Cc1c(OCc2nn[nH]n2)ccc2c3c(c(=O)oc12)CCC(C)C3 (stereo unspecified)
→ 20	1.1	-5	-4	27	1	-2.7	-4	10
- Cc1cccc(N(C(=O)c2nsc(Cl)c2Cl)C(C(=O)NC2CCCC2)c2ccc(O)cc2)c1C (stereo unspecified)
→ -19	-0.6	91*	-2	-20	-1	-0.4	4	0

# Later entries
# Each structure is followed by: UBC9 SUMO inh	VIM-2 inhibitor	CRFR2-BP antag	GalR3 antag	HCV NS3 hel inh	IDE cell activ	IMP-1 inh	pCIP destab	IDE cell inh
- Fc1cccc(Cc2noc(CN3CCC(c4ccncc4)CC3)n2)c1
→ 9	0.0	7	-8	-9	3	-1.5	-8	4
- CCOC(=O)C(C(=O)OCC)N(C#N)c1nc(OC)nc(N(C)C)n1
→ 9	-0.8	11	2	-3	2	-3.3	-24	-5
- CC(=O)N1CCN(S(=O)(=O)c2cccc(C(=O)OCC(=O)NC(=O)c3cccn3C)c2)CC1
→ 3	1.5	17	-2	14	-3	-3.1	-7	1
- O=C(COc1ccc(Br)cc1)NNC(=S)NC(=O)c1ccccc1[N+](=O)[O-]
→ -76	-1.0	-15	-3	8	3	-3.3	-5	0
- C=CCNc1cc(C(F)(F)F)nc(-c2ccccn2)n1
→ -15	-5.2	16	-5	12	1	-3.1	5	2
- COc1ccc(C(=O)CSC2=C(C#N)C3(CCCCC3)C(C#N)=C(N)N2)cc1
→ -30	-0.1	6	-6	-6	1	0.2	0	1
- COc1ccc(CCNC(=O)CCCCCN2C(=O)c3ccccc3C2=O)cc1
→ 22	-3.9	-12	-5	-7	6	-2.1	0	0
- Cc1[nH]c2ccccc2c1C(=O)COC(=O)C1CC(=O)N(Cc2ccco2)C1 (stereo unspecified)
→ 21	0.0	-13	3	-3	9	-2.8	-1	-2
- COc1cc(-c2nnc(SCC(=O)N(Cc3ccccc3)C(C)(C)C)o2)cc(OC)c1OC
→ -7	-2.4	39	-14	-3	4	-2.2	-14	3
- CCOc1ccccc1NC(=O)CN1CCC(C(=O)c2ccc(OC)cc2)CC1
→ 5	0.2	1	-7	-25	-3	-1.6	-4	-2
- COC(=O)c1cc(-c2cccs2)nc2ccccc12
→ 26	1.8	-22	.	0	0	-1.7	-4	0
- Cc1ccnc(NC(=O)C2CCN(S(=O)(=O)c3cccc(C(F)(F)F)c3)CC2)c1
→ -5	-0.2	-3	-4	-15	-1	-3.7	-2	8
- Cc1ccc(NC(=O)COC(=O)c2ccc(OCc3c(C)noc3C)cc2)cc1S(=O)(=O)N1CCOCC1
→ -20	-3.0	0	-1	-11	3	-1.8	6	0
- CCCNC(=O)CN(CCc1ccccc1)S(C)(=O)=O
→ 20	-1.9	0	-6	1	-2	-6.3	-2	-4
- CCOc1cc(/C=C(\C#N)C(=O)Nc2cccc(C(=O)O)c2)cc(Br)c1OC(=O)c1ccc(OC)cc1
→ 15	2.2	-23	-6	4	1	3.3	-12	0

# (more compounds)
# Each structure is followed by: UBC9 SUMO inh	VIM-2 inhibitor	CRFR2-BP antag	GalR3 antag	HCV NS3 hel inh	IDE cell activ	IMP-1 inh	pCIP destab	IDE cell inh
- O=C(c1cc2ccccc2cc1O)N1CCCC1
→ 5	-1.7	2	-9	0	6	-2.5	-9	4
- NNC(=O)C1CC(O)CN1S(=O)(=O)c1ccc2ccccc2c1 (stereo unspecified)
→ .	.	-7	3	.	3	.	.	-1
- COc1cccc(NC(=O)CCNS(=O)(=O)c2cccc3nonc23)c1
→ 10	-0.7	3	-8	-11	2	-2.0	-15	-3
- COCCn1c(Cc2ccccc2)nnc1SCC(=O)Nc1cc(C)on1
→ -6	-0.9	-7	0	33	-5	-1.8	-6	4
- CC(=O)N1CCN(C(=O)CSc2cc(C)c(Br)cc2C)CC1
→ -2	-2.6	5	-2	-3	3	-3.5	-3	-1
- COc1ccc(N2C(=S)NC3CS(=O)(=O)CC32)cc1 (stereo unspecified)
→ 2	-0.2	-3	-1	11	-2	0.1	12	6
- CCN(Cc1nc2cc(Cl)ccc2c(=O)[nH]1)C(=O)C1CC(=O)N(c2cccc3ccccc23)C1 (stereo unspecified)
→ .	.	-5	0	.	5	.	.	0
- COc1ccc(C(=O)CSc2ccccc2C(=O)O)cc1
→ 2	-2.5	9	-2	20	2	-3.7	9	3
- CC1CCc2ccc(F)cc2N1S(=O)(=O)c1cccs1 (stereo unspecified)
→ 5	-1.3	17	-9	2	3	0.2	-2	-1
- Cc1cc(C)n(CCNc2nc3nonc3nc2N2CCCCC2)n1
→ -3	-0.6	19	-5	-1	1	-0.6	-11	6
- COc1ccc(NC(=O)CN(C)C(=O)CSc2ccc3c(c2)OCCO3)cc1
→ 6	-2.5	-131	-5	11	6	-1.4	0	4
- Cc1cc(NC(=O)CCC(=O)N(Cc2ccco2)C(C(=O)NC2CCCC2)c2ccc(F)cc2)no1 (stereo unspecified)
→ 0	0.1	-1	-7	-12	6	0.7	-9	-1
- CCn1c(CNC(=O)Cc2ccc(OC)cc2)nnc1SCC(=O)Nc1nccs1
→ 4	-4.6	3	-2	5	2	-3.3	-16	2
- CCOc1ccc(-c2nnc(SCC(=O)NC(C)(C)C)nc2-c2ccc(OCC)c(OC)c2)cc1OC
→ 26	-1.2	22	1	-16	1	-3.5	-9	-6
- O=C(COc1ccc(C(=O)O)cc1)Nc1cccc(C(F)(F)F)c1
→ 12	-0.2	9	2	4	-4	-3.1	-12	1

# Taken from above:
# IDE cell inh result of COc1ccc(CCNC(=O)CCCCCN2C(=O)c3ccccc3C2=O)cc1 stands at 0
# IDE cell activ result of COc1ccccc1OCC(=O)Nc1cccc(N(C)S(C)(=O)=O)c1 stands at -4

# Continuation.
# Each structure is followed by: UBC9 SUMO inh	VIM-2 inhibitor	CRFR2-BP antag	GalR3 antag	HCV NS3 hel inh	IDE cell activ	IMP-1 inh	pCIP destab	IDE cell inh
- O=C1OC2(O)C3C4C=CC(C4)C3C(=O)N2c2ccccc21 (stereo unspecified)
→ -20	-2.3	9	-1	1	0	-3.2	-5	-7
- CCCn1c(SCC(=O)Nc2cccc(C(=O)OCC)c2)nnc1-c1ccoc1C
→ 7	-2.9	8	-5	6	-3	-3.5	0	0
- COc1cc(C(=O)OC(C)CN2CCCCC2)cc(OC)c1OC (stereo unspecified)
→ 4	-1.1	4	-2	0	1	-4.3	-1	-3
- O=C(NCCSc1ccc(Br)cc1)c1ccccc1
→ 9	-1.2	-12	-5	-12	4	-1.8	17	-6
- O=C(c1csc(Nc2cccc3ccccc23)n1)N1CCCC1
→ 55	1.2	10	6	1	6	-1.4	8	4
- CN(CC(=O)Nc1cc(S(=O)(=O)N2CCCC2)ccc1Cl)Cc1cccs1
→ 15	-3.0	17	0	-5	8	-4.3	-12	-4
- CCN(CC)S(=O)(=O)c1ccc(Cl)c(C(=O)OC)c1
→ 10	0.1	10	-8	-5	5	-2.2	-26	1
- CCOC(=O)c1ccc(-n2ncc(C(=O)OCC)c2N)cc1
→ 1	-0.7	-1	-2	1	-1	-7.4	-6	-6
- O=C(O)C[C@H]1c2cc(F)ccc2S(=O)(=O)N1C1CCCCC1
→ .	.	-1	0	.	3	.	.	5
- Cc1cc(C)c(S(=O)(=O)N(CC(=O)N2CCCC2)C2CCCCC2)c(C)c1
→ 3	-4.6	-12	-1	-2	-3	-4.3	-4	-5
- CC(=O)c1ccc(NC(=O)CNC2CCCCC2)cc1
→ 9	1.8	-1	-5	-61	8	2.6	0	2
